# Neddyl block – inhibitors of human cullin neddylation; P61081+Q13564; TR-FRET cullin neddylation, biochemical; calls only at 25 µM; actives 0.58% (n = 360,000); AID 651699; in the data active = inhibition above about 36%
# NadD block – blocks S. aureus nicotinate mononucleotide adenylyltransferase; purified NadD enzyme, colorimetric absorbance read-out; inhibition, % at 20 µM; actives 0.78% (n = 360,000); in the data active = inhibition above about 26%; also: some compounds past the cut are filed as inactive
# Rpn11 block – inhibitors of human proteasome Rpn11; actives 0.59% (n = 360,000); O00487; human 26S proteasome, Ub4-pepOG fluorescence polarization; 20S core pre-blocked with epoxomicin; calls only at 20 µM;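 active = inhibition at 20 µM, scaled to each plate's controls, above about 33%, limit read from the data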
# MT1-MMP act inh – blocks activation of human MT1-MMP; P50281; HT1080 RFP-PRO-GFP cells, GFP/RFP ratio fluorescence, overnight; percent of plate control window, DMSO zero; GFP/RFP ratio change, % at 20 µM; actives 0.061% (n = 360,000); AID 651647;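 active = GFP/RFP ratio change of at least 30% with cell ATP level not reduced by more than half and red fluorescence within 50% of control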; also: strong numbers were not always called active
#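 Test system: HT1080 RFP-PRO-GFP cells; Benchmarks: DMSO and RFP-L50D-GFP cell wells; Timing: cells overnight before dosing, compound overnight, 37 °C, 5% CO2; Compound: one 20 µM compound dose with 1% DMSO; Read-out: GFP/RFP fluorescence ratio.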
# MLLE-PAM2 inh – blocks PAM2 peptide binding to the PABP1 MLLE domain; inhibition, % at 20 µM; actives 0.36% (n = 360,000); AID 588489; P11940; GST-MLLE / FITC-PAM2 fluorescence polarization; in the data active = inhibition above about 35%, passing the limit was not always enough;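 also: plate controls were DMSO wells with GST-MLLE for no effect and wells lacking GST-MLLE protein for full effect; some results filed as inactive read as strong as hits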
# CSN deneddyl inh – inhibitors of human CSN-mediated cullin deneddylation | Purified CSN, SCF-Nedd8-OG deneddylation, fluorescence polarization | inhibition, % at 12.5 µM | actives 0.38% (n = 360,000) | AID 651999;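 active = pattern-corrected inhibition above about 35%, with an unprinted fluorescence ratio check between 0.5 and 1.5, limit read from the data, passing the limit was not always enough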;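 also: 0% = enzyme with substrate and 100% = substrate without enzyme; some results filed as inactive read as strong as hits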
#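 Assay system: purified human Csn5 enzyme expressed in HEK293T cells; measure: % inhibition; also added: SCFSkp2-Nedd8OG substrate at 10 nM final; technique: fluorescence polarization; times: reaction 90 min, room temperature; medium: Tris buffer pH 7.5, NaCl, DTT, Tween-20, trehalose, ovalbumin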
# Rin1 Abl inh – blocks binding of human Rin1 to Abl; AID 588664; actives 0.4% (n = 360,000); P00519+Q13671; TR-FRET Rin1/Abl binding, biochemical; inhibition, % at 7.35 µM; in the data active = inhibition above about 5%, passing the limit was not always enough
# Target sequence (P00519 whole entry, looked up): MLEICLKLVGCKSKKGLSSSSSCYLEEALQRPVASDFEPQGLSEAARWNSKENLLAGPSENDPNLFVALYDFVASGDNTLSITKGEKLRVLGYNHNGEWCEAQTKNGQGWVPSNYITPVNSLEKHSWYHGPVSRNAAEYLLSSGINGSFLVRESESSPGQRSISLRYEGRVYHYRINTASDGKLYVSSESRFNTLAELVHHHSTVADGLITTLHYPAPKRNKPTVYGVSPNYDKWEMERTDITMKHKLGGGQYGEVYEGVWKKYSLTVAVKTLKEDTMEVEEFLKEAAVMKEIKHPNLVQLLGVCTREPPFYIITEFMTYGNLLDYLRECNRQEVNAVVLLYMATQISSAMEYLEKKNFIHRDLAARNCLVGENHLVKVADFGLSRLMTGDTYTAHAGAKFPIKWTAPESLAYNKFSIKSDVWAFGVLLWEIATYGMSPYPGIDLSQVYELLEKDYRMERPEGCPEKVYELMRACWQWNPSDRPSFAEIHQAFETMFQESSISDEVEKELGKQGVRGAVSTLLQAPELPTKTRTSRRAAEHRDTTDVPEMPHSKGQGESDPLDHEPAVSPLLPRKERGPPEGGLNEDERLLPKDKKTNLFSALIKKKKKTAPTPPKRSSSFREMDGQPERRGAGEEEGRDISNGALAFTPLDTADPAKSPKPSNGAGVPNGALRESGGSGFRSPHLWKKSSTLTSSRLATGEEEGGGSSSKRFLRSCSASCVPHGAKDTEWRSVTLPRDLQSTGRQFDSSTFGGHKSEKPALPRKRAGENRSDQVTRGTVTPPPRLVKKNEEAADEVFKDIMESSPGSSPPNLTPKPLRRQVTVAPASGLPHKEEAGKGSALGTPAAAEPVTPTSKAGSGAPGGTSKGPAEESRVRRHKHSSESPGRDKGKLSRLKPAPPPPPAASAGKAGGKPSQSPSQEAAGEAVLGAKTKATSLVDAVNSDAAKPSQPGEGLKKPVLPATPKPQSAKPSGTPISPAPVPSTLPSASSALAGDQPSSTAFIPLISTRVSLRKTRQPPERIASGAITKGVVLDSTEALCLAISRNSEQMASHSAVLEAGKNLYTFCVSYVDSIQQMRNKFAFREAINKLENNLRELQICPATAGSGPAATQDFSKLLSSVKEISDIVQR
# Target sequence (Q13671 whole entry, looked up): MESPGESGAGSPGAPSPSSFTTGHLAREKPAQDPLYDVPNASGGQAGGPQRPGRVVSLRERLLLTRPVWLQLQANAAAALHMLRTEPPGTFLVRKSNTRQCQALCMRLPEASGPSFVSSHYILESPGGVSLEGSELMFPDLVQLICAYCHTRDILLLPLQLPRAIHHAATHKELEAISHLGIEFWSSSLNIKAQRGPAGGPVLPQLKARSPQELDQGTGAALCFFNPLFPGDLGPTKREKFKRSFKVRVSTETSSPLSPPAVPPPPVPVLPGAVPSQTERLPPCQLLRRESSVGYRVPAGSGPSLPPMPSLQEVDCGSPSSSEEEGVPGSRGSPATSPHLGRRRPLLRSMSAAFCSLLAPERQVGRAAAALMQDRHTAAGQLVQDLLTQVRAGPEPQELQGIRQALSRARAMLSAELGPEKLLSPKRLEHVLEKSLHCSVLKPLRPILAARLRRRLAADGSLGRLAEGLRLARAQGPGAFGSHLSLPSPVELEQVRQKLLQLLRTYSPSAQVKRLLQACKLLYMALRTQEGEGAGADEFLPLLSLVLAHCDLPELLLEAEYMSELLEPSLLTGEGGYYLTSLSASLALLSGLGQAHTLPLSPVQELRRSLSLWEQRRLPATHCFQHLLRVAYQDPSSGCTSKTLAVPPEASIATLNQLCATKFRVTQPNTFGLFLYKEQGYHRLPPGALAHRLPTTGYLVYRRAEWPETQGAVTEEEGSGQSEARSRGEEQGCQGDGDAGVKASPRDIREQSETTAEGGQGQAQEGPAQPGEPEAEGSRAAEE
# FAS TE block – blocks the thioesterase domain of human fatty acid synthase. actives 0.67% (n = 360,000). inhibition, % at 15 µM. recombinant FAS-TE, OMFH fluorogenic substrate, fluorescence endpoint;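 active = compounds whose normalised, plate-corrected inhibition of enzyme fluorescence in the single-dose primary screen is 50% or more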;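 also: 0% = DMSO with enzyme and 100% = substrate without enzyme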
# SKN-1 inh – inhibitors of C. elegans SKN-1 | C. elegans VP596 Pgst-4::GFP/RFP ratio, acrylamide-induced, 24 h | inhibition, % at 21.8 µM | actives 0.49% (n = 360,000) | AID 624304;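 active = interference check ratio from 0.5 to 1.5 plus GFP to RFP signal ratio inhibition reaching or exceeding a fixed threshold, cut at about 30% in these data, passing the limit was not always enough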; also: some compounds called inactive have numbers as strong as hits
# An asterisk follows results filed as active; i = inactive; x = not tested or not shown.
SMILES,Neddyl block,NadD block,Rpn11 block,MT1-MMP act inh,MLLE-PAM2 inh,CSN deneddyl inh,Rin1 Abl inh,FAS TE block,SKN-1 inh
COc1ccc(OC)c(CCNC(=O)CCn2nc(C)c3c(C)n(-c4ccccc4)nc3c2=O)c1,i,-3,i,-1,-3,1,-2,-2,0
COc1ccc(N(C(=O)c2cccnc2)S(=O)(=O)c2cccs2)cc1,i,-4,i,1,22,9,4,-6,-9
COc1cccc(-c2cc(C(=O)N/N=C/c3ccc(OC)c(COC(C)=O)c3)c3ccccc3n2)c1,x,5,i,3,-5,6,1,35,-8
CCOc1ccc(NC(=O)CN(c2ccc(C)cc2)S(=O)(=O)c2c(C)nn(C)c2C)cc1,i,-6,i,-4,5,2,1,7,-10
CC(=O)N1CCc2c(sc(NC(=O)c3ccc4c(c3)OCCO4)c2C#N)C1,x,1,i,1,-11,18,-3,-5,4
CC(=O)Nc1c(O)[nH]c2ccccc12,i,-3,i,0,-2,0,-4,-8,2
O=C(Nc1nc(-c2ccc(S(=O)(=O)N3CCCC3)cc2)cs1)C1COc2ccccc2O1 (stereo unspecified),i,28,i,-3,0,3,3,90*,-13
N#CC(CCc1ccccn1)c1ccccc1 (stereo unspecified),i,-5,i,-2,-19,-3,5,-9,15
COc1ccc(NC(=O)CSc2nc(C)cs2)cc1OC,i,7,i,4,10,2,0,-3,-3
CC(=O)/C=C1\N(C)c2ccc(C)cc2C1(C)C,i,-2,i,47*,-2,-11,3,0,76
COC(=O)C1=C(C(=O)OC)C(c2cc([N+](=O)[O-])ccc2O)c2sc(=O)[nH]c2S1 (stereo unspecified),i,-2,i,4,40*,4,0,5,-12
COc1ccccc1N(C(=O)NCc1ccccc1)C1=NCC(C)S1 (stereo unspecified),i,-4,i,-1,-1,-5,-1,20,6
CCCCCCn1cc(CN2CC(N3CCCC3)CS2(=O)=O)nn1 (stereo unspecified),i,0,x,5,x,-4,x,-15,13
Cc1cc2nc(-c3ccc(Cl)cc3)c(CC3CCCCC3)n2c(C)c1Br,i,12,x,-5,x,-2,x,20,2
O=S(=O)(c1cccc(-c2nnco2)c1)N1CCOCC1,i,1,i,-4,2,4,1,-5,-5

# Sorted by the number under SKN-1 inh (low to high): 3 from the list above
structure | Neddyl block | NadD block | Rpn11 block | MT1-MMP act inh | MLLE-PAM2 inh | CSN deneddyl inh | Rin1 Abl inh | SKN-1 inh
O=C(Nc1nc(-c2ccc(S(=O)(=O)N3CCCC3)cc2)cs1)C1COc2ccccc2O1 (stereo unspecified) | i | 28 | i | -3 | 0 | 3 | 3 | -13
CCOc1ccc(NC(=O)CN(c2ccc(C)cc2)S(=O)(=O)c2c(C)nn(C)c2C)cc1 | i | -6 | i | -4 | 5 | 2 | 1 | -10
CC(=O)/C=C1\N(C)c2ccc(C)cc2C1(C)C | i | -2 | i | 47* | -2 | -11 | 3 | 76

# Compounds listed so far with a thiophene ring, fused or not:
SMILES,Neddyl block,NadD block,Rpn11 block,MT1-MMP act inh,MLLE-PAM2 inh,CSN deneddyl inh,Rin1 Abl inh,FAS TE block,SKN-1 inh
COc1ccc(N(C(=O)c2cccnc2)S(=O)(=O)c2cccs2)cc1,i,-4,i,1,22,9,4,-6,-9
CC(=O)N1CCc2c(sc(NC(=O)c3ccc4c(c3)OCCO4)c2C#N)C1,x,1,i,1,-11,18,-3,-5,4

# The listing continues:
SMILES,Neddyl block,NadD block,Rpn11 block,MT1-MMP act inh,MLLE-PAM2 inh,CSN deneddyl inh,Rin1 Abl inh,FAS TE block,SKN-1 inh
O=C(CN1C(=O)/C(=C/c2ccccc2)SC1=S)N1CCN(CCc2ccccn2)CC1,i,0,i,3,9,-1,-1,-1,7
O=S(=O)(c1cnc(Cl)c(Cl)c1)N1CCCc2ccccc21,i,-5,i,-2,-6,-10,0,24,-8
COc1ccccc1N1CCN(c2cc(N3CCCC3)nc(C)n2)CC1,i,-6,i,1,-15,2,5,2,-3
COC/C=C/C1=CC2=CC(=O)C(C)(OC(=O)c3cnc4ccccc4n3)C(=O)C2=CN1Cc1ccc(OC)cc1 (stereo unspecified),i,13,i,2,6,-4,1,1,4
CC(C)NC(=O)NC(=O)COC(=O)c1ccccc1F,i,-3,i,7,-6,-4,-1,-10,-2
Cc1c(O)ccc(NS(=O)(=O)c2ccccc2)c1C,i,7,i,-3,3,-19,8,4,-9
CC(=O)c1ccc(OC(=O)Cc2cccc3ccccc23)cc1,i,3,i,-2,15,3,1,14,-1
COC(=O)CCCNC(=O)CC1C(=O)NCCN1Cc1ccoc1 (stereo unspecified),i,2,i,-2,-2,3,-1,-11,3
COc1ccc2cc(S(=O)(=O)NCc3cccnc3)ccc2c1,i,0,i,-3,-2,8,0,1,-11
CC(c1ccccc1)N1CCc2[nH]c(=S)[nH]c(=O)c2C1 (stereo unspecified),i,4,i,1,39*,-4,-2,-4,-5
N#Cc1nc(COc2ccccc2)oc1N1CCCCC1,i,-2,i,-1,-6,0,-3,11,13
Nc1cccc(CP(=O)(c2ccccc2)c2ccccc2)c1,i,-3,i,-1,3,4,3,-8,-7
CCN(C(=O)c1ccc2c(c1)OCO2)C1CCS(=O)(=O)C1 (stereo unspecified),i,-5,i,3,20,-7,1,-4,2
CCCCN(C(=O)c1cc(-c2ccncc2)nc2ccccc12)c1c(N)n(CC(C)C)c(=O)[nH]c1=O,i,4,i,-3,-51,-3,1,-4,0
CCOC(=O)c1ccccc1-n1c(C)cc(C2N=C(N)Nc3nc4ccccc4n32)c1C (stereo unspecified),i,7,i,0,-12,-2,8,-10,3
COC(=O)c1c(NC(=O)Cc2cccs2)sc(C(=O)NC2CCCCC2)c1C,i,-2,i,2,3,-1,-2,-5,-4
CC(C)(C)C1CCC(C(=O)OCC(=O)N2CCOCC2)CC1 (stereo unspecified),i,2,i,2,25,5,-2,-4,-3
Cc1ccc(NS(=O)(=O)c2ccc3oc(=O)ccc3c2)cc1Cl,i,-6,i,-1,2,5,-1,-23,-4
COc1ccccc1NC(=O)Cn1cnc2c(cnn2-c2ccccc2)c1=O,i,7,i,2,-15,2,3,3,-11
N#Cc1cncc(-c2ccc3c(c2)OCCOCCOCCOCCOCCO3)n1,i,4,i,2,10,-4,0,-9,4
CCN1CCN(c2oc(COc3ccc(Cl)cc3)nc2C#N)CC1,i,-4,i,3,-4,-5,0,4,-2
CCOc1ccc(NC(=O)NC(C)CC)cc1 (stereo unspecified),i,-4,i,-1,7,3,-2,-14,4
Cc1ccc(C(C(=O)NC2CCCC2)N(C(=O)c2csnn2)C2CCCC2)o1 (stereo unspecified),i,2,i,-10,-4,5,-4,-2,-20
O=C(Cc1cccc(C(F)(F)F)c1)NCC(=O)Nc1cc(Cl)ccc1Cl,i,-10,i,1,1,1,0,42,-1
CSCCNC(=O)Nc1c(-c2c(Cl)cccc2Cl)noc1C,i,5,i,-2,12,6,0,-6,6
CCOc1cccc(-c2ccc3nncn3c2)c1,i,4,i,-1,16,-4,-6,-9,4
CC(C)NC(=O)C1C(c2ccc(C(F)(F)F)cc2)=Nc2ccccc2N1C(=O)c1cccc(C(F)(F)F)c1 (stereo unspecified),x,x,x,-4,x,-4,x,x,4
O=C(COc1ccccc1)Nc1cc2c3c(c1)CC(=O)N3CCC2,i,9,i,-1,11,0,1,0,8
CC1CC(O)(CC(O)(c2ccccc2)c2ccccc2)C(C)CN1C (stereo unspecified),i,-8,i,-3,-2,-8,-2,-2,7
COc1cc(C(=O)NCC2CCCO2)ccc1OCc1ccccc1 (stereo unspecified),i,-7,i,3,-15,1,-1,-5,-5

# Entries of single compounds, looked up by structure. Values in the order: Neddyl block	NadD block	Rpn11 block	MT1-MMP act inh	MLLE-PAM2 inh	CSN deneddyl inh	Rin1 Abl inh	FAS TE block	SKN-1 inh
# N#Cc1cncc(-c2ccc3c(c2)OCCOCCOCCOCCOCCO3)n1 is listed with i	4	i	2	10	-4	0	-9	4
# CCOc1cccc(-c2ccc3nncn3c2)c1 is listed with i	4	i	-1	16	-4	-6	-9	4
# COc1ccccc1NC(=O)Cn1cnc2c(cnn2-c2ccccc2)c1=O is listed with i	7	i	2	-15	2	3	3	-11

# Continuation.
SMILES,Neddyl block,NadD block,Rpn11 block,MT1-MMP act inh,MLLE-PAM2 inh,CSN deneddyl inh,Rin1 Abl inh,FAS TE block,SKN-1 inh
O=C1CC(c2ccccc2)c2ccc(O)cc2O1 (stereo unspecified),i,2,i,-1,9,1,9,-5,18
N#Cc1ccc(Oc2cccc3cccnc23)c([N+](=O)[O-])c1,i,-6,i,-5,110,-7,0,0,1
Cc1ccc(-n2ncc3c(SCC(=O)Nc4cc(C)on4)ncnc32)c(C)c1,i,-1,i,-1,12,-4,2,-3,5
COc1cc(/C=N/Nc2ccnc(=O)[nH]2)ccc1O,i,-7,i,3,1,1,4,-4,-10
O=C(O)c1cccc(-c2nnn(Cc3ccccc3)n2)c1,i,-3,i,1,-12,1,3,0,-9
O=C(O)C1CCCN(C(=O)/C=C/c2ccccc2)CC1 (stereo unspecified),i,-2,i,-2,-4,0,0,-2,5
CC(C)(C)NC(=O)CC(CC(=O)O)c1ccccc1 (stereo unspecified),i,8,i,-1,-5,-1,2,-6,-19
O=C(O)c1ccc(NC(=O)c2ccc(COc3ccc(Cl)cc3)o2)cc1,i,-8,i,3,-3,2,1,-1,22
NC1=NC(=O)/C(=C/c2ccccc2OCC(=O)Nc2ccc(F)cc2)S1,i,6,i,6,-12,24,1,-2,7
O=C(Cn1cnc2cc([N+](=O)[O-])ccc2c1=O)N1CCN(S(=O)(=O)c2ccccc2)CC1,i,9,i,-2,-24,-1,-3,5,-9
CN(C)C(=O)Cn1c(=O)n(S(=O)(=O)c2ccccc2)c2ccccc21,i,-1,i,-4,-5,-4,0,-6,21
C=CCOC(=O)/C(=C\C=C\c1ccccc1)NC(=O)c1ccccc1,i,1,i,7,3,1,1,12,12
O=C(c1ccccc1)N1CCN(CC(O)COc2ccc(Br)cc2)CC1 (stereo unspecified),i,-2,i,-1,5,5,-2,-5,6
CN1CCCC(C(=O)Nc2cccc(Cl)c2)CC1 (stereo unspecified),i,-7,i,-2,-1,0,0,-1,15
CC1(C(=O)Nc2ccc3c(c2)OCCO3)CCN1C(=O)C1(c2ccc(Cl)cc2)CCC1 (stereo unspecified),i,-1,i,1,-1,6,5,21,5
O=C1c2ccc([N+](=O)[O-])cc2S(=O)(=O)N1Cc1ccccc1,i,-6,i,2,3,0,0,3,4
O=C(COC(=O)C1=COCCO1)Nc1cccc(Oc2ccccc2)c1,i,-11,i,0,-9,2,2,-5,2
CCOCCCNC(=S)N1C2CCC1CC(NC(=O)NC1CCCCC1)C2 (stereo unspecified),i,7,i,0,-103,-2,1,-9,5
Cc1nnc(SCC(=O)Nc2cccc(N)c2)n1-c1ccccc1,i,0,i,0,-4,1,-3,-4,-4
CC(NC(=O)NC(=O)c1ccc(F)cc1)C1CC1 (stereo unspecified),i,1,i,-1,9,-3,-1,-7,17
Cc1ccc(O)c(/C=N/NC(=O)c2[nH]ncc2Br)c1,i,-3,i,4,3,1,1,-8,-6
O=C(CSc1nc2c(cnn2-c2ccccc2)c(=O)[nH]1)N1N=C(c2cccs2)CC1c1ccc(F)cc1 (stereo unspecified),x,11,i,-2,-24,-3,3,16,-21
O=C1CC(N2CCN(Cc3ccc(Cl)cc3)CC2)C(=O)N1CCc1ccccc1 (stereo unspecified),i,-1,i,1,3,-1,-1,5,8
COc1ccc(C(=O)Nc2nncs2)cc1S(=O)(=O)N1CC(c2ccccc2)CC1=O (stereo unspecified),i,7,i,0,-28,-2,3,-7,12
CCN(C(=O)COC(=O)CCC(=O)c1ccccc1)c1c(N)n(Cc2ccccc2)c(=O)[nH]c1=O,i,-2,i,5,9,-2,1,-7,2
